PMI act hi M6P: PMI (human) activation, high substrate. activation factor at 20 µM. actives 0.34% (n = 190,000). P34949. coupled PMI enzyme assay, resazurin fluorescence, 20 min; stronger effect = higher value; 1 = untreated enzyme, 0 = substrate-free blank;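 active = activation factor of 2 or more at 20 µM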
Target sequence (P34949 whole entry, looked up): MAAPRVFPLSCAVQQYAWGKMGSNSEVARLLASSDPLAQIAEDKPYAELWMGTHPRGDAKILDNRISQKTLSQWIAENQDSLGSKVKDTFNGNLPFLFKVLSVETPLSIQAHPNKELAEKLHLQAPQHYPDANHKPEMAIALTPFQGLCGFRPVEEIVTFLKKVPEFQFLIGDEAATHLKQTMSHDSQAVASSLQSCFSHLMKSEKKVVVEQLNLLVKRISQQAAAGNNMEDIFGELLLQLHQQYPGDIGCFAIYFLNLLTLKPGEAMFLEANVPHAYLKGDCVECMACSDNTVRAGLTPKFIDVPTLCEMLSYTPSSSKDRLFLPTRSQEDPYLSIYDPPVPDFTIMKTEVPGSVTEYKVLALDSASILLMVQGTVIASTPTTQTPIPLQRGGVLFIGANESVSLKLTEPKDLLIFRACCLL
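assay system = human phosphomannose isomerase with PGI, G6PDH, diaphorase coupling enzymes | quantity = 15 ng/mL PMI | incubation = enzyme reaction with compound 20 min at room temperature | medium = HEPES pH 7.4 buffer with MgCl2 and Tween-20 | compound dosing = one concentration, 20 µM, in 1% DMSO | measured by = Diaphorase-driven resazurin-to-resorufin fluorescence, excitation 544, emission 590 nm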
Diaph act CS: counter-screen for diaphorase-based assays: diaphorase activators and chemical reducers; Diaphorase/resazurin coupled assay, resorufin fluorescence, 16 min; stronger effect = higher value; 1 = vehicle wells, 0 = NADH-free wells; activation factor at 20 µM; actives 0.005% (n = 190,000);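 active = diaphorase activity raised at least twofold by the compound at 20 µM; inactive = activation factor below 2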
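Assay system: Purified diaphorase enzyme from Clostridium kluyveri | Amount: Enzyme 0.07 U/mL final | Dosing: Compound 20 µM once, DMSO 1% | Timing: 16 min reaction at room temperature | Detection: Fluorescence, excitation 544 nm and emission 590 nm | Evaluation: Higher resorufin formation from activation or reduction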
PPARg SRC2 recr: promotes SRC-2 coactivator recruitment by human PPARgamma; P37231; PPARgamma LBD-SRC-2 recruitment, biochemical; activation, % at 8 µM; actives 0.34% (n = 200,000); AID 1032; in the data active = activation above about 22%;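 also: 0% = vehicle and 100% = reference agonist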
PPARg SRC3 recr: PPARgamma-driven SRC-3 recruitment agonism. P37231. biochemical PPARgamma/SRC-3 coactivator recruitment assay. activation, % at 8 µM. actives 0.26% (n = 200,000); in the data active = activation above about 23%;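 also: 0% = DMSO and 100% = reference agonist; some compounds past the cut are filed as inactive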
ROMK mod: modulators of human ROMK potassium channel | B-score at 10 µM | Tet-inducible ROMK, thallium flux fluorescence; actives lie on both sides | P48048 | actives 2% (n = 130,000);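 active = signal ratio slope over the read window, or its plate-corrected B-score, at least 3 SD from the plate mean, either direction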;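 also: B-score of the F/F0 ratio slope over 7 to 12 s after thallium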
PMI act: increases human mannose-6-phosphate isomerase activity; P34949; actives 0.005% (n = 190,000); activation factor at 20 µM; purified human PMI, coupled resazurin fluorescence, 20 min; stronger effect = higher value; 1 = vehicle control, 0 substrate-free wells;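 active = activation factor of 2 or more at 20 µM, relative to plate controls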
PPARg SRC1 recr: PPARgamma-driven SRC-1 recruitment agonism. P37231. PPARgamma-SRC-1 coactivator recruitment biochemical assay. activation, % at 8 µM. actives 0.41% (n = 200,000); in the data active = activation above about 19%;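 also: 0% = DMSO and 100% = reference agonist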
SRC2 TRFRET art: TR-FRET artefact, counter-screen to PPARgamma/SRC-2 agonist assay; stronger effect = higher value; TR-FRET ratio at 8 µM; actives 0.4% (n = 200,000); AID 1049; in the data active = TR-FRET ratio above about 2000; also: inactives centre near 1500
S1P3 antag: antagonists of human S1P3 receptor. inhibition, % at 4.98 µM. CHO S1P3 NFAT-BLA reporter, FRET fluorescence, antagonist mode. Q99500. actives 0.27% (n = 170,000). AID 485;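 active = inhibition above the plate cutoff, the mean inhibition of test wells on that plate plus 3 SD, cut at about 28% in these data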;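 also: cells challenged with S1P at its EC80 of 0.8 µM; blue over green emission ratio from cleaved BLA substrate after 4 h stimulation; 0% = S1P-stimulated wells and 100% = unstimulated DMSO-only wells; some compounds past the cut are filed as inactive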
Target sequence (Q99500 whole entry, looked up): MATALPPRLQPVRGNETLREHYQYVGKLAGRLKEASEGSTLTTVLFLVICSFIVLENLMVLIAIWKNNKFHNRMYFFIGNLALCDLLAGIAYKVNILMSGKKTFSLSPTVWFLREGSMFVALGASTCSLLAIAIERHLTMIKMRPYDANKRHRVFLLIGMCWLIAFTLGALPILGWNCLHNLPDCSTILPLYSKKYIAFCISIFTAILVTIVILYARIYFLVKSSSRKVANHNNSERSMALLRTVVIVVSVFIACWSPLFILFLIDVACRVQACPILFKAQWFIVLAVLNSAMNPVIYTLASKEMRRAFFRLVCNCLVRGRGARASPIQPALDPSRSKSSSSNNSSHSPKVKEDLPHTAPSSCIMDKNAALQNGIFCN
G6PDH CS: inhibits Leuconostoc G6PDH, flagging false hits in G6PDH-based assays. Purified L. mesenteroides G6PDH, diaphorase/resazurin coupled fluorescence, 45 min. inhibition, % at 5 µM. actives 0.12% (n = 200,000); in the data active = inhibition above about 50%
Diaphorase inh: counter-screen for diaphorase-based assays: diaphorase inhibitors and chemical oxidizers. diaphorase resazurin-to-resorufin fluorescence, NADH, 16 min; bacterial (C. kluyveri) enzyme, not human. actives 0.69% (n = 190,000). inhibition, % at 20 µM. AID 1217;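 active = primary screen inhibition at 20 µM above a set limit, cut at about 50% in these data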;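 also: plate controls were DMSO with full reaction for no effect and wells lacking NADH for full effect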
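Test system: Clostridium kluyveri diaphorase enzyme / Quantity: diaphorase at 0.14 U/mL in enzyme working solution / Incubation: 16-min room-temperature incubation before reading / Benchmarks: NADH-free wells as positive control, DMSO-only neutral wells / Signal: resorufin fluorescence 544/590 nm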
The depositor's hits bear a star; / = not tested or not shown.

SMILES	PMI act hi M6P	Diaph act CS	PPARg SRC2 recr	PPARg SRC3 recr	ROMK mod	PMI act	PPARg SRC1 recr	SRC2 TRFRET art	S1P3 antag	G6PDH CS	Diaphorase inh
CCn1cc([N+](=O)[O-])nc1C	1	0.9	0	0	-0.086	1.1	3	1630	-9	0	12
O=C(Nc1ccc(-c2nnc3n2CCCCC3)cc1)c1cc2ccccc2o1	1	0.9	7	0	-1.4	0.9	0	1565	12	-5	14
COc1ccc([N+](=O)[O-])cc1NC(=O)Cc1ccc(Cl)cc1	1	0.8	-5	2	/	0.9	-1	1449	-7	-6	21
CN(C)S(=O)(=O)c1cc(NC(=O)CN2C(=O)NC3(CCCc4ccccc43)C2=O)ccc1Cl (stereo not given)	1.1	1	0	4	/	1.2	5	1664	-22	19	-2
O=C(COc1ccc(Cl)cc1)Nc1ccc(N2CCN(C(=O)c3ccco3)CC2)cc1	1	0.9	3	17	/	1	13	1638	/	2	13
O=C(OCc1cccc([N+](=O)[O-])c1)c1ccncc1	0.9	0.9	-13	-1	0.061	0.9	-8	1380	-6	18	9
CC(C)NC(=O)C1CCN(C2CCN(Cc3nc4ccccc4s3)CC2)CC1	1	0.9	0	-5	0.026	1	6	1470	-14	8	10
CCCOc1ccccc1-c1nc(SCCC(=O)O)n[nH]1	1	0.8	1	-14	-1.6	0.9	11	1379	10	2	17
CCCn1c2c(c(O)c(C(=O)NCCCN(CC)CC)c1=O)CCCC2	1	1	-3	-5	/	1	0	1515	/	8	4
COc1ccc(CNC(=O)COC(=O)c2ccc3c(c2)OCCO3)cc1	1	1	4	2	-0.25	1	3	1604	-1	0	5
O=C(O)CCCCCN1C(=O)C(O)=C(C(=O)/C=C/c2ccccc2)C1c1ccc2c(c1)OCO2 (stereo not given)	0.9	0.9	1	1	0.026	1	-4	1438	-15	13	12
Cc1ccc(C(=O)N/C(=C/c2cccnc2)C(=O)NCc2ccco2)cc1	0.9	0.8	1	3	0.54	0.9	-5	1527	6	10	16
COc1ccc(CC(=O)Nc2ccc3c(C)cc(=O)oc3c2)cc1OC	1.1	1	-5	-3	/	1	2	1455	6	6	4
CCn1c2ccccc2c2cc(CN3CCN(S(=O)(=O)Cc4ccccc4)CC3)ccc21	1.1	0.9	5	3	/	1.1	1	1608	11	3	10
COc1ccccc1NS(=O)(=O)c1cccc(C(=O)N/N=C/c2ccc3c(c2)OCCO3)c1	0.9	0.7	-3	10	-1	0.9	2	1517	-5	10	26

Record cards, as listed above:
CCn1c2ccccc2c2cc(CN3CCN(S(=O)(=O)Cc4ccccc4)CC3)ccc21 is listed with PMI act hi M6P: 1.1; Diaph act CS: 0.9; PPARg SRC2 recr: 5; PPARg SRC3 recr: 3; ROMK mod: /; PMI act: 1.1; PPARg SRC1 recr: 1; SRC2 TRFRET art: 1608; S1P3 antag: 11; G6PDH CS: 3; Diaphorase inh: 10
Cc1ccc(C(=O)N/C(=C/c2cccnc2)C(=O)NCc2ccco2)cc1 is listed with PMI act hi M6P: 0.9; Diaph act CS: 0.8; PPARg SRC2 recr: 1; PPARg SRC3 recr: 3; ROMK mod: 0.54; PMI act: 0.9; PPARg SRC1 recr: -5; SRC2 TRFRET art: 1527; S1P3 antag: 6; G6PDH CS: 10; Diaphorase inh: 16
COc1ccc(CNC(=O)COC(=O)c2ccc3c(c2)OCCO3)cc1 is listed with PMI act hi M6P: 1; Diaph act CS: 1; PPARg SRC2 recr: 4; PPARg SRC3 recr: 2; ROMK mod: -0.25; PMI act: 1; PPARg SRC1 recr: 3; SRC2 TRFRET art: 1604; S1P3 antag: -1; G6PDH CS: 0; Diaphorase inh: 5

Other results follow:
SMILES	PMI act hi M6P	Diaph act CS	PPARg SRC2 recr	PPARg SRC3 recr	ROMK mod	PMI act	PPARg SRC1 recr	SRC2 TRFRET art	S1P3 antag	G6PDH CS	Diaphorase inh
Cc1ccc(-c2cc(-c3ccc(F)cc3)c(C#N)c(N)n2)o1	1.5	0.8	1	2	-0.066	1.2	8	1787	-7	10	24
COC(=O)c1cc(NS(=O)(=O)c2ccc(N3CCOCC3)c(N)c2)cc(C(=O)OC)c1	0.9	1	1	-3	/	0.9	-1	1561	-14	-1	3
CC(C)OCCCNc1ncnc2c1[nH]c1ccccc12	0.9	0.9	-7	6	/	0.9	-5	1384	23	-26	13
O=C(c1cccc(Oc2ccc([N+](=O)[O-])cc2Cl)c1)N1CCCCC1	1	1	1	7	0.097	1	4	1500	1	2	-1
CCCCCCNC(=O)C(C#N)c1nc2ccccc2nc1N1CCCC1 (stereo not given)	1.1	1	0	17	/	1	12	1734	-38	10	4
CCN(CC)c1ccc(/C=N/OCC(=O)N2CCCc3ccccc32)cc1	0.8	0.8	11	3	/	0.8	4	1665	-7	-16	22
CC(CCc1ccccc1)NC(=O)COC(=O)c1cccc2ccccc12 (stereo not given)	0.9	0.8	6	2	0.042	0.9	-5	1511	-13	-3	25
COc1ccc2nc(-c3ccco3)c(-c3ccco3)nc2c1	1.4	0.2	-4	1	0.41	1.1	5	1404	/	25	78*
O=[N+]([O-])c1ccc(CSc2nnc(SCc3ccccc3)s2)cc1	0.9	0.9	11	5	/	0.9	18	1639	6	2	11
O=C(c1ccc(COc2ccccc2[N+](=O)[O-])o1)N1CCCCC1	1	0.9	2	10	-0.13	1.1	2	1492	/	8	5
CCOC(=O)C1=NN(c2ccc(OC)cc2)C(c2ccccc2)CC1=O (stereo not given)	0.9	0.9	-3	-5	/	0.9	1	1624	/	14	11
O=c1c2ccccc2nc2n1C(CSc1ccc(Cl)cc1)CN2 (stereo not given)	1	0.8	11	-11	/	1	2	1552	/	-3	21
COc1ccc(O)c(-c2cc(-c3cccs3)[nH]n2)c1	0.9	0.9	8	14	0.82	0.9	3	1707	-18	14	11
c1ccc(C2C3=C(Nc4ncnn42)c2ccccc2CCC3)cc1 (stereo not given)	0.9	0.9	-10	-20	-0.93	1	-2	1596	9	6	8
COC(CNc1ncnc2c1cnn2C)OC	1.1	1.2	6	3	0.94	0.7	-5	1472	-21	2	-15
Nc1nc(SCC(=O)N2CCN(S(=O)(=O)c3ccc(Cl)cc3)CC2)n[nH]1	1	0.9	2	-1	-0.0052	0.9	7	1906	-17	6	5
CCC(=O)Nc1cccc(NC(=O)c2cc3ccccc3o2)c1	0.9	0.9	7	-9	-0.099	1.1	2	1648	22	-4	9
N#CC(C#N)=C1C=C2C=C(N3CCCCCC3)CCC2CC1 (stereo not given)	0.5	0.7	-3	4	/	0.7	-1	1534	12	14	26
Cc1cc(C(=S)N2CCOCC2)c(C)n1-c1ccc(Cl)cc1	1.2	0.9	-1	-3	/	1.1	2	1628	-12	1	10
C=CCc1c(C)nc(SC)nc1Nc1ccccc1	0.9	0.8	8	1	/	1	8	1725	/	5	18
Cc1cc(C)n(-c2nc3ccccc3nc2N2CCN(S(=O)(=O)c3ccc(F)c(C)c3)CC2)n1	0.8	0.7	6	-5	/	0.8	8	1502	-19	14	27
CC(C)CNC(=O)c1c(F)c(F)c(F)c(F)c1F	0.9	0.9	-2	-6	0.22	0.8	-8	1473	-3	20	14
COCC(C)n1c(C)cc(C(=O)Cn2nc(C(=O)O)c3ccccc3c2=O)c1C (stereo not given)	0.9	0.8	9	2	-0.14	0.9	1	1621	-8	1	18
C=CCn1cc(C(=O)NCc2ccc3c(c2)OCO3)c(=O)c2cc(S(=O)(=O)N(CC)CC)ccc21	0.9	0.9	3	-3	-1.2	0.9	0	1541	6	6	7
CCCCSc1nnc(CCCCCNC(=O)OC(C)(C)C)o1	0.9	0.8	6	2	/	1	12	1651	12	3	16
O=C(Nc1ccc(OC(=O)c2cccs2)cc1)c1ccco1	1	1	-6	12	/	1	-2	1674	/	-11	-1
[O-][n+]1cccc2c(Br)cc(Br)c(O)c21	0.8	0.5	4	7	-0.31	1.1	6	1663	2	34	46
Cc1nc2ccc(NC(=O)c3nn(C(C)C)c(=O)c4ccccc34)cc2s1	1	0.9	4	6	-0.0029	0.9	11	1589	1	-23	13
COc1cccc(C2NC(=O)NC(C)=C2C(=O)Nc2cccc(C)c2C)c1 (stereo not given)	1	1	-5	-20	-0.15	1	0	1341	-42	6	0
Cc1ccc(C(=O)C2C(c3cccs3)NC(=O)NC2(O)C(F)(F)F)cc1 (stereo not given)	0.9	0.9	2	6	-0.38	0.9	-6	1358	/	4	8
COCCNC(=O)C(c1cccc(OC)c1)N(C(=O)Cn1nnc2ccccc21)c1cccnc1 (stereo not given)	1	0.9	-2	0	/	1	-9	1378	-20	2	8
Cc1ccc(N(CC(=O)Nc2ccc(-c3nc4ccc(C)cc4s3)cc2)S(C)(=O)=O)cc1	1	1	6	4	/	1	6	1745	/	3	-4
COc1ccccc1-c1nnc2sc(COc3ccc(F)cc3)nn12	1.1	1	8	12	-3.1	1	7	1575	26	6	2
CCn1c(C(C)NC(=O)Cc2ccccc2)nc2ccccc21 (stereo not given)	1	0.9	-2	2	-1.3	0.9	-5	1526	/	5	14
Cn1ncc(Cl)c(Oc2ccc(Cl)cc2)c1=O	1.1	1	9	-1	0.88	1	-2	1573	-3	9	4
COc1ccc(S(=O)(=O)NCCc2nnc3ccc(SCc4cccnc4)nn23)cc1	1	0.8	0	0	1.3	1	6	1551	4	-4	17
O=[N+]([O-])c1ccc(Sc2ccc(Cl)c(Cl)c2)nc1	1.2	0.9	9	-2	/	1.1	1	1540	/	3	6
COc1ccc(-c2cc(C3CCN(Cc4ccc([N+](=O)[O-])cc4)CC3)[nH]n2)cc1	1	1	-1	-2	0.069	1	4	1430	9	-1	1
CSc1nc2cc(Oc3cccc(Cl)c3Cl)c(Cl)cc2[nH]1	0.9	0.9	13	5	/	0.9	7	1665	15	6	12
COC(=O)/C=C1\SC(=Nc2ccc(OC)cc2)NC1=O	1.1	1	5	3	0.023	1.1	2	1510	-11	3	0
O=C(CCc1nnc(CCCCc2ccccc2)o1)N1CCC(N2CCCC2)CC1	0.8	0.8	-1	3	-0.74	0.8	-2	1633	2	9	19
Cc1nn(C)cc1C=NCCOCc1ccccc1	1.1	1	-1	7	/	1.1	2	1418	/	2	2
O=C(O)c1cccc(NCc2cccnc2)c1	1	0.9	1	1	0.3	0.9	5	1400	/	4	5
O=C(CCCO)c1ccc2c(c1)OCCO2	1.1	0.9	7	1	0.8	1	-6	1585	/	-1	8

Hits appear at their usual frequency; 3.3% or so of the library scored in one or more.
